KCNK9 block = inhibitors of human KCNK9 two-pore domain potassium channel; Q9NPC2; hit rate 1.2% among 310,000; AID 488922; B-score at 10 µM; HEK293 KCNK9, FluxOR thallium flux fluorescence; stronger effect = lower value;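 active = ratio B-score over 3 SD below the library mean, with starting fluorescence within 5 SD of its mean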;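 note: negative B-score means less thallium flux so channel inhibition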
TMEM16A inh = blocks the mouse calcium-activated chloride channel TMEM16A | HEK293 TMEM16A/YFP iodide influx fluorescence, ionomycin | hit rate 1.2% among 310,000 | normalized B-score (activity score, 25-100; higher = stronger inhibition) at 10 µM | AID 588511 | Q8BHY3;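 active = ratio plate-corrected score three or more library SD toward inhibition, starting fluorescence score within five deviations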;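 note: score derived from kinetic fluorescence span divided by baseline fluorescence per well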
Target sequence (Q8BHY3 whole entry, looked up): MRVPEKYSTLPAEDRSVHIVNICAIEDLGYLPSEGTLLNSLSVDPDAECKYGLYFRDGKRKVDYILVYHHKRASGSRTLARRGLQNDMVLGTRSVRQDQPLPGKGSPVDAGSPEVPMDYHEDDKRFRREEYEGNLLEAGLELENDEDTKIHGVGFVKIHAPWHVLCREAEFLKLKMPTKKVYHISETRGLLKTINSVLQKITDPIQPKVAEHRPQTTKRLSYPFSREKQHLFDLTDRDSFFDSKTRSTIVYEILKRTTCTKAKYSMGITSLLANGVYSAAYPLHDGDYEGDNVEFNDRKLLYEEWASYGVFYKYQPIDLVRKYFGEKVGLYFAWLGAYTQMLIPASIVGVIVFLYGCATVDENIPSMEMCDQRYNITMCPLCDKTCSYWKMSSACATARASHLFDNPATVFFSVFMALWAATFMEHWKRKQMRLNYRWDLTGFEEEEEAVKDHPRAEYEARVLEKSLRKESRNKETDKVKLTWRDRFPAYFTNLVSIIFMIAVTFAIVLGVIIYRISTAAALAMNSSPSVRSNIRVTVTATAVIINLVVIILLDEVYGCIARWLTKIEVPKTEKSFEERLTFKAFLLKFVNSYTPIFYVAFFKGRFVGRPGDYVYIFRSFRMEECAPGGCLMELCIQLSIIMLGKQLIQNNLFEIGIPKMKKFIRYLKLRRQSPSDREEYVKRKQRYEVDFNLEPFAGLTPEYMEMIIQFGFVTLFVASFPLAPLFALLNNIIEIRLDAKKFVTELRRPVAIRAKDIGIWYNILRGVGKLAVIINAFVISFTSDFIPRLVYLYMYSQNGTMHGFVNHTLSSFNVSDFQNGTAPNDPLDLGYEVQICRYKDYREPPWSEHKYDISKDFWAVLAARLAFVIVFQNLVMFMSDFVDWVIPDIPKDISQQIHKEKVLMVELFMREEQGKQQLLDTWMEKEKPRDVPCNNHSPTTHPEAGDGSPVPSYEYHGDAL
MrgX1 ag = activates human MrgX1 receptor signaling | B-score at 10 µM | MrgX1-HEK293 cells, Fluo-4 calcium fluorescence, agonist mode; stronger effect = higher value | Q96LB2 | AID 588627 | hit rate 0.44% among 310,000;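 active = calcium response B-score plate-corrected fluorescence ratio at least 3 library SD, with starting fluorescence B-score inside 5 SD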
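Assay system: stable human MrgX1 HEK293 cell line. Quantity: 15,000 cells per well. Schedule: cells plated overnight, dye loaded 0.5 h 37 °C, 0.5 h room temperature. Detection: Fluo-4 NW calcium-flux fluorescence, kinetic read. Read-out basis: peak-minus-minimum fluorescence over baseline, converted to B scores. Control set: positive and negative control wells on each plate.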
KCNQ1 pot = human KCNQ1 channel potentiation or activation. P51787. CHO-K1 KCNQ1, thallium flux FluxOR fluorescence; stronger effect = higher value. B-score at 10 µM. hit rate 0.35% among 310,000. AID 2648;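 active = fluorescence ratio B-score, a plate-corrected score, at least three library SD, with initial intensity B-score within 5 SD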
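Assay system: CHO-K1 cells stably expressing KCNQ1; Medium: assay buffer with matched DMSO; Also added: K+/Tl+ depolarizing stimulus; Dosing: single dose; Timing: dye 90 min, compound 20 min, room temperature; Measured by: kinetic FluxOR thallium fluorescence, 10-s 1-Hz baseline, 110-s post-stimulus read; Read-out: peak-minus-minimum fluorescence over initial fluorescence, negative-control normalized, B-scored.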
RGS4 inh = human RGS4 inhibition; P49798; HEK293 M3R/RGS4 inducible, Fluo-4 calcium flux; stronger effect = higher value; triggered by carbachol at its EC20; B-score at 10 µM; hit rate 0.45% among 310,000; AID 463165;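 active = B-score, a plate-corrected calcium signal, over three deviations above library mean, with baseline fluorescence within five deviations of library mean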;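 note: RGS4 expression induced by doxycycline in cells with stable M3 receptor; B-score is computed from the integrated fluorescence ratio over baseline after carbachol; higher B-score means a larger calcium signal and so more RGS4 inhibition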
Target sequence (P49798 whole entry, looked up): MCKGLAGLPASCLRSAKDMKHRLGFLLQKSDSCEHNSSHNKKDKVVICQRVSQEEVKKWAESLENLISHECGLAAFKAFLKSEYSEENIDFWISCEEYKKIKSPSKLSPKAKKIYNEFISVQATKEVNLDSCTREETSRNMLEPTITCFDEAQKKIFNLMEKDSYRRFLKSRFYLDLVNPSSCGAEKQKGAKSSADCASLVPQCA
KCNK3 inh = human KCNK3 channel inhibition, primary screen; O14649; CHO-KCNK3 thallium flux, FluxOR fluorescence; stronger effect = lower value; B-score at 10 µM; hit rate 0.84% among 340,000; AID 602410;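 active = B-score under library mean minus 4 SD, starting fluorescence ratio at most library mean plus 5 SD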;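 note: more negative B-score means stronger inhibition of thallium flux through KCNK3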
TMEM16A act = activates or potentiates the mouse TMEM16A chloride channel; hit rate 0.3% among 340,000; HEK293 TMEM16A/YFP-H148Q/I152L, iodide quench fluorescence; stronger effect = lower value; Q8BHY3; B-score at 10 µM;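 active = fluorescence-ratio B-score plate-corrected deviation score at least 3 library SD below zero, with starting fluorescence score within 5 deviations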;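 note: channel opened by trigger with iodide after compound preincubation; score built on the fluorescence ratio of max minus min over baseline; more negative score means more quench and so TMEM16A activation or potentiation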
hERG rescue = shields human hERG channel from block by proarrhythmic agents; AID 1511; activation (rescue from dofetilide block), less the hit threshold, % at 10 µM; CHO-hERG, FluxOR thallium flux, dofetilide IC70 present; hit rate 0.51% among 310,000;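 active = activation above the mean of controls blocked by dofetilide plus 5 SD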;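 note: thallium influx through hERG after potassium depolarization seen as dye fluorescence rise; in these data hits start at about 4.7%; inactives centre near -7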
MrgX1 allo act = human MrgX1 positive allosteric modulation, primary screen; Q96LB2; MrgX1-HEK293, Fluo-4 calcium flux, FDSS; stronger effect = higher value; B-score at 10 µM; hit rate 0.63% among 310,000; AID 588675;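 active = plate-corrected calcium response at least 3 library SD above typical, normal starting fluorescence, not activating the receptor alone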;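 note: compound read alongside a low EC10 to EC30 dose of BAM8-22 agonist; peak minus trough fluorescence over baseline measured at the second addition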
RGS4 pot = RGS4 potentiation or activation | HEK293 M3R/inducible RGS4, carbachol calcium flux Fluo4; stronger effect = lower value | B-score at 10 µM | hit rate 0.92% among 310,000;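 active = B-score of the integrated calcium signal more than 4 SD below the library mean, with starting fluorescence not abnormally high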;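 note: negative B-score means reduced calcium response which marks RGS4 activation or potentiation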
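Assay system: Inducible-RGS4 HEK293 cells carrying M3 receptor | Schedule: Compound preincubation 20 min at room temperature before agonist | Signal: Kinetic calcium fluorescence imaging with Fluo4-AM dye, 2 µM | Read-out basis: B score from integrated fluorescence ratio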
KCNQ1 block = blocks the human KCNQ1 potassium channel; P51787; B-score at 10 µM; CHO-K1 KCNQ1, FluxOR thallium flux fluorescence; stronger effect = higher value; hit rate 1.3% among 310,000; AID 2642;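 active = compounds whose thallium flux B-score, printed positive for inhibition, exceeds three library SD while starting fluorescence stays within three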;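 note: channel opened by potassium depolarization with thallium stimulus after 20 min compound exposure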
* marks the source's active call; other numbers are inactive results. Compounds as they come; overall some 6.3% were active at least once.

How did O=C(NCCCN1CCOCC1)c1cc(-c2cccc(Br)c2)nc2ccccc12 do in these assays?
KCNK9 block: inactive; TMEM16A inh: inactive; MrgX1 ag: inactive; KCNQ1 pot: inactive; RGS4 inh: inactive; KCNK3 inh: inactive; TMEM16A act: inactive; hERG rescue: -16.9; MrgX1 allo act: inactive; RGS4 pot: inactive; KCNQ1 block: inactive

Results for COc1ccc(-c2ccnc(SCC(=O)c3ccc(Cl)cc3)n2)cc1 ?
KCNK9 block: inactive; TMEM16A inh: inactive; MrgX1 ag: inactive; KCNQ1 pot: inactive; RGS4 inh: inactive; KCNK3 inh: inactive; TMEM16A act: inactive; hERG rescue: -10.3; MrgX1 allo act: inactive; RGS4 pot: inactive; KCNQ1 block: inactive

What do the screens show for `O=C(N/N=C/c1ccc(OC2CSC2)cc1)c1ccccc1`?
KCNK9 block: inactive; TMEM16A inh: inactive; MrgX1 ag: inactive; KCNQ1 pot: inactive; RGS4 inh: inactive; KCNK3 inh: inactive; TMEM16A act: inactive; hERG rescue: -5.8; MrgX1 allo act: inactive; RGS4 pot: inactive; KCNQ1 block: inactive

Results for Cc1csc(/C(=N/OC(=O)c2ccco2)C(N)=O)n1 ?
KCNK9 block: inactive; TMEM16A inh: inactive; MrgX1 ag: inactive; KCNQ1 pot: inactive; RGS4 inh: inactive; KCNK3 inh: inactive; TMEM16A act: inactive; hERG rescue: -3.5; MrgX1 allo act: inactive; RGS4 pot: inactive; KCNQ1 block: inactive

Results for Clc1nc(Oc2ccccc2)nc(-c2cn(-c3ccccc3)c3ccccc23)n1 ?
KCNK9 block: inactive; TMEM16A inh: inactive; MrgX1 ag: inactive; KCNQ1 pot: inactive; RGS4 inh: inactive; KCNK3 inh: inactive; TMEM16A act: inactive; hERG rescue: -7.7; MrgX1 allo act: inactive; RGS4 pot: inactive; KCNQ1 block: inactive

What do the screens show for `CCc1ccccc1NC(=S)NC1CC2CCC(C1)N2Cc1ccco1` (centres undefined)?
KCNK9 block: inactive; TMEM16A inh: inactive; MrgX1 ag: inactive; KCNQ1 pot: inactive; RGS4 inh: inactive; KCNK3 inh: inactive; TMEM16A act: inactive; hERG rescue: 2.3; MrgX1 allo act: inactive; RGS4 pot: inactive; KCNQ1 block: inactive

Results for Cc1cc(N2C(=O)C(O)=C(C(=O)c3cccs3)C2c2cccc(Br)c2)no1 (centres undefined) ?
KCNK9 block: inactive; TMEM16A inh: inactive; MrgX1 ag: inactive; KCNQ1 pot: inactive; RGS4 inh: inactive; KCNK3 inh: inactive; TMEM16A act: inactive; hERG rescue: -9.1; MrgX1 allo act: inactive; RGS4 pot: inactive; KCNQ1 block: inactive

How did COc1ccc(N2CC(O)(c3ccc(OC(F)F)cc3)[N+]3=C2CCCC3)cc1 (centres undefined) do in these assays?
KCNK9 block: inactive; TMEM16A inh: inactive; MrgX1 ag: inactive; KCNQ1 pot: inactive; RGS4 inh: inactive; KCNK3 inh: inactive; TMEM16A act: inactive; hERG rescue: -14.0; MrgX1 allo act: inactive; RGS4 pot: -8.33*; KCNQ1 block: inactive

How did O=C(NC(CO)(CO)CO)[C@@H]1CCCN1S(=O)(=O)c1cccc2cccnc12 do in these assays?
TMEM16A inh: inactive; MrgX1 ag: inactive; KCNK3 inh: inactive; TMEM16A act: inactive; MrgX1 allo act: inactive

What do the screens show for `CC(C)CC(c1nnnn1C1CCCC1)N1CCN(c2ccccc2F)CC1` (centres undefined)?
KCNK9 block: inactive; TMEM16A inh: inactive; MrgX1 ag: inactive; KCNQ1 pot: inactive; RGS4 inh: inactive; KCNK3 inh: inactive; TMEM16A act: inactive; hERG rescue: -2.6; MrgX1 allo act: inactive; RGS4 pot: inactive; KCNQ1 block: inactive

What do the screens show for `Cc1ccnc(SCCn2c(Br)nc3c2c(=O)[nH]c(=O)n3C)n1`?
KCNK9 block: inactive; TMEM16A inh: inactive; MrgX1 ag: inactive; KCNQ1 pot: inactive; RGS4 inh: inactive; KCNK3 inh: inactive; TMEM16A act: inactive; hERG rescue: -4.0; MrgX1 allo act: inactive; RGS4 pot: inactive; KCNQ1 block: inactive

Results for CC(=NCc1ccc2c(c1)OCO2)C1=C(O)c2ccccc2C1=O ?
KCNK9 block: inactive; TMEM16A inh: inactive; MrgX1 ag: inactive; KCNQ1 pot: inactive; RGS4 inh: inactive; KCNK3 inh: inactive; TMEM16A act: inactive; hERG rescue: -0.3; MrgX1 allo act: inactive; RGS4 pot: inactive; KCNQ1 block: inactive

Results for CCN(CC)CCCNC(=O)c1sc2nc(-c3ccc(F)cc3)cn2c1C ?
KCNK9 block: inactive; TMEM16A inh: inactive; MrgX1 ag: inactive; KCNQ1 pot: inactive; RGS4 inh: inactive; KCNK3 inh: inactive; TMEM16A act: inactive; hERG rescue: -13.9; MrgX1 allo act: inactive; RGS4 pot: inactive; KCNQ1 block: inactive

What do the screens show for `O=C(Nc1ccc2nn(-c3ccccc3)nc2c1)c1cccnc1`?
KCNK9 block: inactive; TMEM16A inh: inactive; MrgX1 ag: inactive; KCNQ1 pot: inactive; RGS4 inh: inactive; KCNK3 inh: inactive; TMEM16A act: inactive; hERG rescue: -3.7; MrgX1 allo act: inactive; RGS4 pot: inactive; KCNQ1 block: inactive

How did CCOC(=O)c1sc(NS(=O)(=O)c2cc(C)ccc2C)nc1C do in these assays?
KCNK9 block: inactive; TMEM16A inh: inactive; MrgX1 ag: inactive; KCNQ1 pot: inactive; RGS4 inh: inactive; KCNK3 inh: inactive; TMEM16A act: inactive; hERG rescue: -4.0; MrgX1 allo act: inactive; RGS4 pot: inactive; KCNQ1 block: inactive

What do the screens show for `CCCCc1cc(=O)oc2cc(OCC(=O)NC(Cc3c[nH]c4ccc(O)cc34)C(=O)O)ccc12` (centres undefined)?
KCNK9 block: inactive; TMEM16A inh: inactive; MrgX1 ag: inactive; KCNQ1 pot: inactive; RGS4 inh: inactive; KCNK3 inh: inactive; TMEM16A act: inactive; hERG rescue: -2.6; MrgX1 allo act: inactive; RGS4 pot: inactive; KCNQ1 block: inactive

What do the screens show for `CCOC(=O)CNC(=O)CSc1nnc(CCc2nc3ccccc3[nH]2)n1C`?
KCNK9 block: inactive; TMEM16A inh: inactive; MrgX1 ag: inactive; KCNQ1 pot: inactive; RGS4 inh: inactive; KCNK3 inh: inactive; TMEM16A act: inactive; hERG rescue: 3.1; MrgX1 allo act: inactive; RGS4 pot: inactive; KCNQ1 block: inactive

How did CC1CN(c2nc3ccccc3nc2C(C#N)C(=O)NC2CCCCC2)CC(C)O1 (centres undefined) do in these assays?
KCNK9 block: inactive; TMEM16A inh: inactive; MrgX1 ag: inactive; KCNQ1 pot: inactive; RGS4 inh: inactive; hERG rescue: -8.8; MrgX1 allo act: inactive; RGS4 pot: inactive; KCNQ1 block: inactive

What do the screens show for `O=c1c2c3c(sc2nc(N2CCNCC2)n1-c1cccc(Cl)c1)CCCCC3`?
KCNK9 block: inactive; TMEM16A inh: inactive; MrgX1 ag: inactive; KCNQ1 pot: inactive; RGS4 inh: inactive; hERG rescue: -14.4; MrgX1 allo act: inactive; RGS4 pot: inactive; KCNQ1 block: inactive

Results for CC(C)OCCCN(C)C1CCN(S(=O)(=O)c2csc(C(N)=O)c2)CC1 ?
KCNK9 block: inactive; TMEM16A inh: inactive; MrgX1 ag: inactive; KCNQ1 pot: inactive; RGS4 inh: inactive; KCNK3 inh: inactive; TMEM16A act: inactive; hERG rescue: -6.5; MrgX1 allo act: inactive; RGS4 pot: inactive; KCNQ1 block: inactive

What do the screens show for `Cc1cc(N2CCOCC2)ncc1[N+](=O)[O-]`?
KCNK9 block: inactive; TMEM16A inh: inactive; MrgX1 ag: inactive; KCNQ1 pot: inactive; RGS4 inh: inactive; KCNK3 inh: inactive; TMEM16A act: inactive; hERG rescue: -0.5; MrgX1 allo act: inactive; RGS4 pot: inactive; KCNQ1 block: inactive

What do the screens show for `Cc1ccc(O)c(C2=Nc3ccccc3C2(C)C)c1`?
KCNK9 block: inactive; TMEM16A inh: inactive; MrgX1 ag: inactive; KCNQ1 pot: inactive; RGS4 inh: inactive; KCNK3 inh: inactive; TMEM16A act: inactive; hERG rescue: -5.4; MrgX1 allo act: inactive; RGS4 pot: inactive; KCNQ1 block: inactive

What do the screens show for `CCc1ccc2[nH]c(=O)c(C3C(C#N)=C(N)Oc4c3ccc3cccnc43)cc2c1` (centres undefined)?
KCNK9 block: inactive; TMEM16A inh: inactive; MrgX1 ag: inactive; KCNQ1 pot: inactive; RGS4 inh: inactive; KCNK3 inh: inactive; TMEM16A act: inactive; hERG rescue: -9.0; MrgX1 allo act: inactive; RGS4 pot: inactive; KCNQ1 block: inactive

How did COC(=O)C1CN(C(=O)COc2ccc(C)c(C)c2)c2ccccc2O1 (centres undefined) do in these assays?
KCNK9 block: inactive; TMEM16A inh: inactive; MrgX1 ag: inactive; KCNQ1 pot: inactive; RGS4 inh: inactive; KCNK3 inh: inactive; TMEM16A act: inactive; hERG rescue: 2.1; MrgX1 allo act: inactive; RGS4 pot: inactive; KCNQ1 block: inactive

What do the screens show for `CCCCN1CC(=O)N2[C@H](c3ccc(Cl)cc3)[C@@H]3C(=O)N(CC)C(=O)[C@@H]3[C@]2(C)C1=O`?
KCNK9 block: inactive; TMEM16A inh: inactive; MrgX1 ag: inactive; KCNQ1 pot: inactive; RGS4 inh: inactive; KCNK3 inh: inactive; TMEM16A act: inactive; hERG rescue: -7.7; MrgX1 allo act: inactive; RGS4 pot: inactive; KCNQ1 block: inactive

What do the screens show for `CCOC(=O)N1CCN(c2c(NCC3CCN(Cc4cccc(C)c4)CC3)c(=O)c2=O)CC1`?
KCNK9 block: inactive; TMEM16A inh: inactive; MrgX1 ag: inactive; KCNQ1 pot: inactive; RGS4 inh: inactive; KCNK3 inh: inactive; TMEM16A act: inactive; hERG rescue: -15.4; MrgX1 allo act: inactive; RGS4 pot: inactive; KCNQ1 block: inactive

What do the screens show for `CCS(=O)(=O)c1ccc(C(=O)Nc2cccc(Cl)c2)c(Cl)c1Cl`?
KCNK9 block: inactive; TMEM16A inh: inactive; MrgX1 ag: inactive; KCNQ1 pot: inactive; RGS4 inh: inactive; KCNK3 inh: inactive; TMEM16A act: inactive; hERG rescue: -9.4; MrgX1 allo act: inactive; RGS4 pot: inactive; KCNQ1 block: inactive
